High-throughput results: PubChem BioAssay, National Center for Advancing Translational Sciences (NCATS)
VP16 counter = VP16 counterscreen qHTS for inhibitors of ROR gamma transcriptional activity. Drosophila S2 Gal4-VP16 UAS-luciferase, luminescence, 20 h. Potency, µM (doses to about 53.6 µM), for inactives: at the top dose activity, negative = inhibition, hits mostly inhibitors. 3.5% of 310,000 active;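 further: Gal4-VP16 expression switched on by copper sulfate through the metallothionein promoter; on the % scale 0 is the no-effect control and ±100 the full control effect; nearly all actives have a fitted effect of over 50% in size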
BRCA1 expr up = qHTS Assay to Identify Small Molecule Activators of BRCA1 Expression. MCF7-BRCA1-FFLuc reporter, luminescence, 48 h; response scale: scaled: vehicle 0%, 10 µM genistein 100%. Potency, µM (doses to about 46.1 µM), for inactives: at the highest dose activation, most hits filed as activators. 1.1% of 380,000 active. AID 624202, 2012; further: nearly all actives have a fitted effect of over 80% in size; some results filed as inactive show a strong effect at the top dose
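Compounds are tested at multiple concentrations on MCF7 BRCA1-luciferase reporter cells seeded at 2000 per well; after 48 h, a single luminescence end-point is taken and curves fitted to the normalized data.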
RORg inh = qHTS for inhibitors of ROR gamma transcriptional activity; Drosophila S2 Gal4-RORgamma UAS-luciferase reporter, 20 h; Potency, µM (series often up to 53.6 µM), inactives show top-dose activity change, negative = inhibition, actives largely listed as inhibitors; 5.4% of 310,000 active; AID 2551, 2010; further: on the % scale 0 is the no-effect control and ±100 the full control effect; nearly all actives have a fitted effect of over 60% in size
Target sequence (P51450 whole entry, looked up, the tested form may be a part): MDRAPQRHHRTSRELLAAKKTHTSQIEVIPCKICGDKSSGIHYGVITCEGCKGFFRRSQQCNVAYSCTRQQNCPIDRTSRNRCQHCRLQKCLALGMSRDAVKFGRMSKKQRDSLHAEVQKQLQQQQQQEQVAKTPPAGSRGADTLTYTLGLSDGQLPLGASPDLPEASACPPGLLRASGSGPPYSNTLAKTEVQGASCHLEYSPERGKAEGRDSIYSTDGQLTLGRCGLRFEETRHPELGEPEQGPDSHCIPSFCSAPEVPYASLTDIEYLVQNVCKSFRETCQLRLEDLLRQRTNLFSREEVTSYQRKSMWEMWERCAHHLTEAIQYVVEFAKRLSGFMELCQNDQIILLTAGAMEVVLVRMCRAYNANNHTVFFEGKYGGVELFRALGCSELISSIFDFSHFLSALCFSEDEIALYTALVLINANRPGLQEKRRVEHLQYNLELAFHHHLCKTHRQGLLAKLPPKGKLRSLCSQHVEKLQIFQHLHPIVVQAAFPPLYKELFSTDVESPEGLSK
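Stable Schneider cell line, Gal4 DNA-binding domain fused to ROR gamma, UAS-luciferase. Cmpd 1 hr RT → CuSO4 700 uM final → 20 hr RT → luciferase reagent 10 min → luminescence.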
CXXC DNA block = qHTS Fluorescence Polarization Assay for Inhibitors of MLL CXXC domain - DNA interaction | Histone-lysine N-methyltransferase 2A (Homo sapiens), Q03164 | MLL-CXXC / FITC-HOXA9 DNA fluorescence polarization | Potency, µM (titrated, usually from 115 µM), for inactives: at the top dose activity change, negative = inhibition, most hits filed as inhibitors | 0.037% of 290,000 active | AID 2662, 2010; active means well fitted inhibition curve with a large enough effect in the polarisation, with a control signal flat, not every such curve was filed as active; inconclusive means small, poorly fitted or top-dose-only effect, or effect the other way, or a change in a side signal; inactive means no such curve, though single readings can be large or run the other way; the % refers to the polarisation
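Fluorescence polarization: 7 uM MLL-CXXC (stock) preincubated 5 min with compounds, then 50 nM fluorescein-HOX-A9 DNA (stock) added; 30 min ambient. Buffer 50 mM Tris-HCl pH 7.5, 50 mM NaCl, 1 mM DTT, 0.05% BSA.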
* = called active by the depositor; ! = not confirmed by another sample; [ ] = dose if it differs, or a comment. Unless noted, the call rests on the fitted dose curve; in most records, active means well fitted curve in the direction sought with a large enough effect; inconclusive means small, poorly fitted or top-dose-only effect, or another doubt; inactive means no such curve, though single readings can be large; an effect the other way counts as inactive or inconclusive. Potency means the concentration at half of the fitted maximal effect. Not all compounds are listed; rates above refer to the full screens.

COc1ccc(CN2C(=O)CCC2(C)c2nnnn2-c2ccc3c(c2)OCCO3)cc1OC (configuration not stated) was read as BRCA1 expr up 2%.
Screening CC(=O)NC(c1ccccc1)c1nc(-c2cnc3ccccc3c2)cs1 (configuration not stated) returned BRCA1 expr up 23%.
For COc1ccc(-c2nc3ccc(C)cn3c2Cc2ccccc2)cc1OC the results were BRCA1 expr up -9%.
`COc1ccc(NC(=O)N(C)C[C@H]2OCc3cnnn3CCCC(=O)N([C@H](C)CO)C[C@@H]2C)cc1` gave BRCA1 expr up 1%.
`CC(=O)Nc1ccc(NC(=O)CSc2nc(=O)n(CCCN3CCOCC3)c3c2CCC3)cc1` gave BRCA1 expr up -5%.
For CC(C)(C)c1ccc(OCCn2c(CCNC(=O)C3CCCCC3)nc3ccccc32)cc1 the results were BRCA1 expr up -50%.
`COCCCN1C(=O)C(CC(=O)NC2CCCC2)CC(C(=O)N(C(C)C)C(C)C)=C1C` (configuration not stated) gave BRCA1 expr up 8%.
Screening CC(C)(O)C#Cc1ccc(CNC[C@H]2O[C@@H](n3cnc4c(=O)[nH]c(N)nc43)[C@H](O)[C@@H]2O)s1 returned BRCA1 expr up 16%.
COc1ccc(CCC(=O)O)c(C(CC(=O)O)C(=O)O)c1OS(=O)(=O)c1ccc(C)cc1 (configuration not stated) was read as BRCA1 expr up 7%.
For O=C(NCC1CCCN1S(=O)(=O)c1cccs1)C(=O)Nc1ccccc1F (configuration not stated) the results were BRCA1 expr up 49%.
O=C(Cc1ccc(OCCc2ccccc2)cc1)NO was read as BRCA1 expr up 32%.
Screening OCCN1CCN(c2ncnc3c2ncn3[C@H]2CN(Cc3ccc4c(c3)OCO4)C[C@@H](CO)O2)CC1 returned BRCA1 expr up -3%.
CCC(c1nnnn1-c1ccc2c(c1)OCCO2)N1CCN(c2ccc(C)cc2)CC1 (configuration not stated) was read as BRCA1 expr up -23%.
For CCCNC(=O)C1(C)CCN(Cc2ccc(-c3ccccc3)o2)C1 (configuration not stated) the results were BRCA1 expr up 3%.
`CCCNC(=O)C1(C)CCCN(Cc2cc3ccccc3o2)C1` (configuration not stated) gave BRCA1 expr up 0%.
`COCC(C)NC(=O)C1CC(=O)N(CCc2ccc(F)cc2)C1` (configuration not stated) gave BRCA1 expr up 2%.
For OC(c1ccc(Cl)c(F)c1)c1ncc(-c2cccc(C(F)(F)F)c2)[nH]1 (configuration not stated) the results were BRCA1 expr up -24%.
O=C(CSc1nc(=O)n(CCN2CCOCC2)c2c1CCCC2)Nc1ccccc1Cl was read as BRCA1 expr up 1%.
Screening COCCNc1nc(Nc2ccc(C)cc2C)c2sccc2n1 returned BRCA1 expr up -26%.
For COc1cccc(CNc2nc3cc(-c4ccccc4C)sc3c(=O)n2C)c1 the results were BRCA1 expr up 0%.
Screening COc1ccc(CN2C(=O)C(CC(=O)NCCc3ccccn3)CC(C(=O)N3CCOCC3)=C2C)cc1 (configuration not stated) returned BRCA1 expr up 5%.
Screening CC(=O)Nc1cc(-c2ccc(C(=O)N3CCOCC3)cc2)cn2c(-c3ccc(C(C)=O)cc3)cnc12 returned BRCA1 expr up -1%.
C[C@@H]1CN([C@@H](C)CO)C(=O)c2cc(Br)cnc2O[C@H]1CN(C)C(=O)c1cccc(F)c1 was read as BRCA1 expr up 5%.
`C[C@@H]1CN([C@H](C)CO)C(=O)c2c(c3ccccc3n2C)-c2ccccc2CO[C@H]1CN(C)C(=O)Nc1ccccc1` gave BRCA1 expr up -54%.
For CCOC(=O)c1c(C)nc(C)c(C(=O)OCC)c1-c1cccc([N+](=O)[O-])c1 the results were BRCA1 expr up 5%.
CCc1ccc(/C=C2\SC(=S)N(CCCC(=O)NCCCN3CCOCC3)C2=O)cc1 was read as BRCA1 expr up -80%.
CC1=C(C(=O)N2CCCCCC2)CC(CC(=O)NCCN2CCOCC2)C(=O)N1Cc1ccc(C(C)(C)C)cc1 (configuration not stated) was read as BRCA1 expr up 25%.
For O=C(OCc1cn([C@H]2CN(Cc3cccs3)[C@@H](c3ccccc3)C[C@@H]2O)nn1)c1ccccc1 the results were BRCA1 expr up 1%.
CCOC(=O)[C@]12CCCC=C1N(Cc1cccc3ccccc13)C(=O)[C@H](CC(=O)N1CCOCC1)C2 was read as BRCA1 expr up -6%.
`COc1cc(OC)cc(C2=Cc3ccccc3C(CC(=O)c3ccco3)N2c2ccc(-c3cncnc3)cc2)c1` (configuration not stated) gave BRCA1 expr up -14%.
For OCCCCCCNc1ccc(CCO)cc1 the results were BRCA1 expr up 23%.
Screening Cn1c(=O)c2cc(NC(=S)NC3CCCCC3)ccc2n1Cc1cccc(C(F)(F)F)c1 returned BRCA1 expr up 0%.
`COc1ccc(C2Nc3ccc(NC(C)=O)cc3C(=O)N2Cc2ccccc2)cc1COc1ccc(NC(C)=O)cc1` (configuration not stated) gave BRCA1 expr up 0%.
`COCc1cccc(-c2csc(C(C)(O)c3cccc(OC)c3)n2)c1` (configuration not stated) gave BRCA1 expr up -27%.
NC(Cc1ccccc1)c1csc(NC(=O)Nc2ccccc2Oc2ccccc2)n1 (configuration not stated) was read as BRCA1 expr up -29%.
For CCc1nc2c(OCc3ccc(Cl)cc3)cccn2c1N(C=O)Cc1ccccc1 the results were BRCA1 expr up -25%.
For CC(C)(C)c1ccc(C(=O)N2CCC2(C)C(=O)Nc2cccc3ncccc23)cc1 (configuration not stated) the results were BRCA1 expr up -9%.
Screening C#CCN(C[C@@H]1[C@@H](OC(=O)NCc2ccco2)[C@@H](OC(=O)NCc2ccco2)CN(C(=O)OC(C)C)N1C(=O)OC(C)C)S(=O)(=O)c1ccc(C)cc1 returned BRCA1 expr up -18%.
For O=C(O)C1=C(C(=O)O)C2CCC1C2 the results were BRCA1 expr up 17%.
C=C1C=C(C(F)F)n2ncc(C(=O)N3CCc4ccccc4C3)c2N1 was read as BRCA1 expr up 5%.
COc1ccc(C(C#N)CC(=O)c2ccc(OC)c(OCc3ccccc3)c2)cc1OC (configuration not stated) was read as BRCA1 expr up -40%.
For CCOc1ccc(-c2cc(C(=O)NCc3cc(OC)cc(OC)c3)[nH]n2)c(C)c1 the results were BRCA1 expr up -4%.
Screening c1cn2c(-c3ccc(N4CCOCC4)cc3)cncc2n1 returned BRCA1 expr up 15%.
CN1CCN(c2ncnc3c2ncn3[C@H]2CN(Cc3ccc(C(=O)O)cc3)C[C@@H](CO)O2)CC1 was read as BRCA1 expr up 5%.
For CCCCN1C(=O)C(CC(=O)NCCN2CCOCC2)CC(C(=O)N(C)C)=C1C (configuration not stated) the results were BRCA1 expr up 18%.
`CCOc1ccccc1C(=O)NCCN1CCC(n2c(=O)[nH]c3ccccc32)CC1` gave BRCA1 expr up -24%.
For CCCCNC(=O)C(NC(=O)c1ccc(=O)[nH]c1)C(=O)c1ccccc1 (configuration not stated) the results were BRCA1 expr up 0%.
For Cc1cccc(C)c1C(O)c1ncc(-c2ccccc2Cl)[nH]1 (configuration not stated) the results were BRCA1 expr up 14%.
For NC(=O)c1csc(CCNC(=O)c2ccccc2)n1 the results were BRCA1 expr up 1%.
For O=S(=O)(N=C1C=CC(=NS(=O)(=O)c2ccccc2)c2ccccc21)c1ccccc1 the results were BRCA1 expr up -74%.
`CCC1(C)CC(C#N)(C#N)C(=O)NC1=O` (configuration not stated) gave BRCA1 expr up 7%.
For COCCc1ccc(OC2(C)CCN(Cc3cccc(OCOC)c3)C2)cc1 (configuration not stated) the results were BRCA1 expr up -16%.
Screening COc1cc(-c2cnc3c(NC=O)cc(-c4cccc(NC(C)=O)c4)cn23)cc(OC)c1OC returned BRCA1 expr up -65%.
`O=C1CC[C@@H](C(=O)N2CSC[C@@H]2C(=O)Nc2cccc(C(F)(F)F)c2)N1` gave BRCA1 expr up 3%.
Screening COC(=O)[C@@]1(Cc2ccc(F)cc2)[C@H]2c3cc(C(=O)N(C)C)n(CCF)c3C[C@H]2CN1C(=O)c1ccccc1 returned VP16 counter 28%, BRCA1 expr up 14% and RORg inh -3%.
`Cc1cccc(COC[C@H](Cc2ccccc2)N2CCN(C(=O)c3cccc(Cl)c3)CCC2=O)c1` gave VP16 counter -2%, BRCA1 expr up -32% and RORg inh 2%.
`C=CCN(C)CCCCCCOc1ccc(C(=O)c2ccc(Br)cc2)c(F)c1` gave VP16 counter inconclusive, BRCA1 expr up -34% and RORg inh -17%.
`OB(O)c1ccc(B(O)O)cc1` gave VP16 counter 1%, BRCA1 expr up 19% and RORg inh -3%.
`COC(=O)[C@@]1(Cc2ccc(F)cc2)[C@H]2c3cc(C(=O)N4CCCC4)n(Cc4ccccc4)c3C[C@H]2CN1C(=O)c1ccccc1` gave VP16 counter -19%, BRCA1 expr up -59% and RORg inh 32%.
`COC(=O)[C@@]1(Cc2ccc(F)cc2)[C@H]2c3cc(C(=O)N4CCCC4)n(Cc4ccc(S(C)(=O)=O)cc4)c3C[C@H]2CN1C(=O)c1ccccc1` gave VP16 counter -7%, BRCA1 expr up 0% and RORg inh 40%.
For COC(=O)[C@@]1(Cc2ccc(OC)cc2)[C@H]2c3cc(C(=O)N4CCCC4)n(Cc4ccc(C)c(F)c4F)c3C[C@H]2CN1C(=O)c1ccccc1 the results were VP16 counter 3%, BRCA1 expr up -48% and RORg inh -12%.
For COC(=O)[C@@]1(Cc2ccc(F)cc2)[C@H]2c3cc(C(=O)N4CCCC4)n(Cc4ccc(Cl)c(C(F)(F)F)c4)c3C[C@H]2CN1C(=O)c1ccccc1 the results were VP16 counter 0%, BRCA1 expr up -47% and RORg inh 0%.
Screening COC(=O)[C@@]1(Cc2ccc(F)cc2)[C@H]2c3cc(C(=O)N4CCCC4)n(Cc4cc(C)n(C)n4)c3C[C@H]2CN1C(=O)c1ccccc1 returned VP16 counter 0%, BRCA1 expr up 0% and RORg inh 12%.
Screening OB(O)c1cc2ccccc2o1 returned VP16 counter -10%, BRCA1 expr up 25% and RORg inh inconclusive.
`CC#CCOC(=O)c1c(C)nc2sc3c(c2c1N)CC[C@@H](O)C3` gave VP16 counter inconclusive, BRCA1 expr up 1% and RORg inh 7.1µM*.
For COC(=O)[C@@]1(Cc2ccc(F)cc2)[C@H]2c3cc(C(=O)N(C)C)n(Cc4ccc(Cl)c(C(F)(F)F)c4)c3C[C@H]2CN1C(=O)c1ccccc1 the results were VP16 counter 4%, BRCA1 expr up -47% and RORg inh inconclusive.
Cc1ccc(S(=O)(=O)N2CCC(=O)N([C@H](COCc3ccc(Cl)cc3)Cc3ccccc3)CC2)cc1 was read as VP16 counter 4%[40.7 µM], BRCA1 expr up 0% and RORg inh 13%[40.7 µM].
For CCN(CC)CCCC(C)Nc1cc(/C=C/c2ccccc2Cl)nc2cc(Cl)ccc12 (configuration not stated) the results were VP16 counter -2%, BRCA1 expr up -5%, RORg inh -15% and CXXC DNA block 8%.
For CN(C)c1ccc(C(=C2C=CC(=[N+](C)C)C=C2)c2ccc(N(C)C)cc2)cc1 the results were VP16 counter 1.6µM*!, BRCA1 expr up -71%, RORg inh 1.1µM* and CXXC DNA block 8%.
O=C(Nc1cc(C(=O)Nc2ccc(S(=O)(=O)O)cc2S(=O)(=O)O)cc(C(=O)Nc2ccc(S(=O)(=O)O)cc2S(=O)(=O)O)c1)Nc1cc(C(=O)Nc2ccc(S(=O)(=O)O)cc2S(=O)(=O)O)cc(C(=O)Nc2ccc(S(=O)(=O)O)cc2S(=O)(=O)O)c1 was read as VP16 counter -1%, BRCA1 expr up 0%, RORg inh -2% and CXXC DNA block 3.5µM*.
For CC1=CC(=C(c2ccc(N)cc2)c2ccc(N)cc2)C=CC1=N the results were VP16 counter inconclusive, BRCA1 expr up -58%, RORg inh inconclusive and CXXC DNA block 3%.
